Assay outcomes: PubChem, Broad Institute
ROS inducer – ROS inducers in U2OS cancer cells, primary screen, cell-based, H2DCF-DA fluorescence | U2OS ROS induction | ROS induction (% of piperlongumine), % at 10 µM | 2% of 46,000 active; in the data active = ROS induction above about 79%, passing the limit was not always enough; inconclusive = no clear call, values can overlap the other calls;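 note: 0% = DMSO vehicle median and 100% = reference compound median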
Active calls of the source: *; ? = inconclusive. These rows are one share of the data; rates above refer to the full screens.

The opening 3 entries, to show the layout:
SMILES	ROS inducer
C[C@H]1CN([C@@H](C)CO)C(=O)c2cc(NC(=O)Cn3cnnn3)ccc2O[C@H]1CN(C)S(=O)(=O)c1ccc(Cl)cc1	-13.7
CCC(=O)NCC[C@@H]1CCc2ccc3c(c21)CCO3	1.7
CCc1ccc(N2C(N)=C(C#N)C(c3cccc(Cl)c3)c3c(C)noc32)cc1 (configuration not stated)	3.0

The listing, from the first entry:
SMILES	ROS inducer
C[C@H]1CN([C@@H](C)CO)C(=O)c2cc(NC(=O)Cn3cnnn3)ccc2O[C@H]1CN(C)S(=O)(=O)c1ccc(Cl)cc1	-13.7
CCC(=O)NCC[C@@H]1CCc2ccc3c(c21)CCO3	1.7
CCc1ccc(N2C(N)=C(C#N)C(c3cccc(Cl)c3)c3c(C)noc32)cc1 (configuration not stated)	3.0
C[C@@H]1CN([C@H](C)CO)C(=O)Cc2cc(NS(=O)(=O)c3ccccc3)ccc2O[C@@H]1CN(C)Cc1ccc(C(F)(F)F)cc1	31.5
C[C@@H]1CN([C@H](C)CO)C(=O)c2cccc(NC(=O)c3ccncc3)c2O[C@@H]1CN(C)Cc1ccc(Cl)c(Cl)c1	-3.5
COC(=O)c1ccsc1NC(=O)CSc1nnnn1-c1ccccc1SC	12.2
O=C1O[C@H](c2ccccc2)[C@H](c2ccccc2)N2[C@H]1[C@@H](C(=O)N1CCCCCCC1)[C@]1(C(=O)Nc3ccc(C#CC4(O)CCCCCC4)cc31)[C@H]2c1ccc(O)cc1	22.6
O=C1CC(c2ccc(F)cc2)CC(O)=C1C=NCCN1CCN(C(=S)Nc2ccccc2)CC1 (configuration not stated)	41.3
C[C@H](CO)N1C[C@H](C)[C@H](CN(C)C(=O)Nc2cccc3ccccc23)Oc2ncc(-c3cc4ccccc4o3)cc2C1=O	115.3*
C[C@H]1CN([C@@H](C)CO)C(=O)c2cccc(NC(=O)C3CCCCC3)c2O[C@H]1CN(C)S(=O)(=O)c1cccs1	46.8
NC(=O)c1ccc2nc3ccsc3c(=O)n2c1	-11.8
C[C@H](CO)N1C[C@H](C)[C@@H](CN(C)S(=O)(=O)c2cccc(C#N)c2)OCc2cnnn2CCCC1=O	-3.8
O=C(Cc1ccc(-n2c(=S)[nH]c3ccccc3c2=O)cc1)N1CCCC1	-10.2
Cc1nc(C(N)=NC(=O)c2ccc(Cl)cc2)cs1	0.9
COC(=O)c1cn(C)c2ccc(S(=O)(=O)N3CCCCC3)cc2c1=O	-8.1
C[C@@H]1CN([C@H](C)CO)C(=O)c2cc(NS(=O)(=O)c3ccccc3)ccc2O[C@H]1CN(C)Cc1ccc(-c2ccccc2)cc1	67.8
C[C@@H]1CN([C@H](C)CO)C(=O)c2cc(NS(=O)(=O)c3ccc(F)cc3)ccc2O[C@@H]1CN(C)S(C)(=O)=O	-16.8
COC1OC2c3cc4c(cc3CCN(C)C2c2ccc3c(c21)OCO3)OCO4 (configuration not stated)	17.5
Cc1ccc(OCC(=O)OC2CCN(C)CC2)cc1	0.3
CS(=O)(=O)N(CC(=O)Nc1cccc(Cl)c1Cl)Cc1ccccc1	-7.5
C(=N\n1cnnc1)/c1ccco1	8.9
C(=C\c1ccccc1)/CSc1nnc(-c2cccnc2)o1	-4.4
Cc1noc(C)c1NC(=O)Nc1ccc2c(c1)CC(=O)N([C@@H](C)CO)C[C@H](C)[C@@H](CN(C)C(=O)Nc1cccc3ccccc13)O2	-0.9
COc1ccc(S(=O)(=O)Nc2cccc3c2O[C@H](CN(C)C(=O)Nc2ccccc2)[C@@H](C)CN([C@H](C)CO)C3=O)cc1	0.8
O=c1c2ccccc2ncn1Cc1ccc(F)cc1	-9.0

Other structures.
SMILES	ROS inducer
O=C1Nc2ccccc2/C1=C/C(=O)c1ccc(Cl)cc1	38.1
O=C(Nc1ccccc1C(=O)OCc1ccc([N+](=O)[O-])cc1)c1ccco1	12.7
O=C(CSc1nnc(-c2ccncc2)n1-c1ccccc1)NC1CCCCC1	-8.3
C[C@@H]1CN([C@H](C)CO)C(=O)Cc2cc(N(C)C)ccc2O[C@@H]1CN(C)S(=O)(=O)c1cn(C)cn1	11.3
O=S(=O)(c1ccc(-c2csc(Nc3ccc(Br)cc3)n2)cc1)N1CCCCC1	-1.8
COc1ccc(CN(C)C[C@@H]2Oc3ccc(NS(=O)(=O)c4ccc(C)cc4)cc3C(=O)N([C@@H](C)CO)C[C@@H]2C)cc1	-14.2
CC(C)CCNC(=O)c1sc2ccc(S(=O)(=O)N3CCCCC3)cc2c1N	18.3
NC(=S)Cc1ccc(Cl)cc1Cl	-14.0
COC(=O)C(C)c1ccc(C(=O)c2cccs2)cc1 (configuration not stated)	3.0
COc1ccc(NC(=O)Nc2cccc3c2O[C@H](CN(C)S(C)(=O)=O)[C@H](C)CN([C@H](C)CO)C3=O)cc1	36.5
Cc1ccc(S(=O)(=O)NCC(=O)Nc2ccc(Cl)c(C(F)(F)F)c2)cc1	-2.6
Cc1noc(C)c1NC(=O)Nc1ccc2c(c1)CC(=O)N([C@H](C)CO)C[C@@H](C)[C@H](CN(C)S(=O)(=O)c1ccccc1)O2	-3.4
O=C(N/N=C/c1cc(I)cc(I)c1O)c1ccccn1	-6.1
C[C@H]1CN([C@@H](C)CO)C(=O)Cc2cc(NC(=O)NC3CCCCC3)ccc2O[C@H]1CN(C)C(=O)Nc1ccc(F)cc1	0.6
COc1ccc(S(=O)(=O)Nc2ccc3c(c2)C(=O)N([C@@H](C)CO)C[C@H](C)[C@H](CN(C)S(=O)(=O)c2c(C)noc2C)O3)cc1	1.0
O=C(Oc1c(-c2ccccc2)c(=O)n2c3c(cccc13)CC2)c1ccccc1	63.2
COc1cccc(S(=O)(=O)N(C)C[C@@H]2Oc3ncc(-c4cc5ccccc5o4)cc3C(=O)N([C@H](C)CO)C[C@@H]2C)c1	42.3
C[C@H]1CN([C@@H](C)CO)C(=O)c2cccc(NC(=O)c3nc4ccccc4s3)c2O[C@@H]1CN(C)S(=O)(=O)c1ccc(Cl)cc1	54.7
O=C1CC(CSc2ccc(Cl)cc2)=NN1c1nc2ccccc2s1	11.0
CNC[C@@H]1Oc2c(NC(=O)c3ccncc3)cccc2C(=O)N([C@H](C)CO)C[C@H]1C	-1.8
COc1ccc(/C=N/NC(=O)CCCCCCC(=O)Nc2ccccc2O)cc1Br	9.6
C[C@H](CO)N1C[C@H](C)[C@H](CN(C)Cc2ccc(-c3ccccc3)cc2)Oc2ccc(NC(=O)CCCN(C)C)cc2CC1=O	-15.2
COc1ccc(NC(=O)N(C)C[C@@H]2OCCCC[C@@H](C)Oc3ccc(NC(=O)CCCN(C)C)cc3C(=O)N([C@H](C)CO)C[C@@H]2C)cc1	-2.0
COc1ccc(-c2cc(=O)[nH]c(SCC(=O)Nc3cccc(Cl)c3C)n2)cc1	-18.0
C[C@H]1CN([C@@H](C)CO)C(=O)c2cc(NS(=O)(=O)c3ccc(Cl)cc3)ccc2O[C@@H]1CN(C)Cc1ccc(C(=O)Nc2ccccc2N)cc1	9.2

Next records.
SMILES	ROS inducer
COc1ccc(NC(=O)N(C)C[C@H]2Oc3ccc(NS(=O)(=O)c4ccccc4)cc3C(=O)N([C@@H](C)CO)C[C@@H]2C)cc1	22.2
Cc1ccc(-c2nc3ncccn3c2NC(=O)C2CC2)cc1	14.1
CC(C)c1cc(/C=C(\C#N)C(=O)NCCCc2ccccc2)cc(C(C)C)c1O	-4.4
C[C@H]1CN([C@@H](C)CO)C(=O)c2cccc(NC(=O)c3ccncc3)c2O[C@H]1CN(C)S(=O)(=O)c1cccs1	0.7
C[C@H](CO)N1C[C@H](C)[C@H](CN(C)Cc2ccc(Cl)c(Cl)c2)Oc2ccc(NC(=O)C3CC3)cc2CC1=O	6.3
CCOc1ccc(-n2c(SCc3nc4ccccc4[nH]3)nc3sc4c(c3c2=O)CCCC4)cc1	-9.4
C[C@H]1CN([C@@H](C)CO)C(=O)c2cc(NC(=O)Cc3ccccc3)ccc2O[C@H]1CN(C)S(C)(=O)=O	-18.9
Cc1ccc(NC(=O)Cn2ccc([N+](=O)[O-])n2)cc1Cl	36.3
C[C@H]1CN([C@@H](C)CO)C(=O)c2cc(NC(=O)Cn3cnnn3)ccc2O[C@@H]1CN(C)S(=O)(=O)c1ccc(F)cc1	-11.1
C[C@@H]1CN([C@H](C)CO)C(=O)CCCn2cc(nn2)CO[C@H]1CN(C)C(=O)Nc1cccc(Oc2ccccn2)c1	42.0
C[C@@H]1CN([C@H](C)CO)C(=O)Cc2cc(NS(C)(=O)=O)ccc2O[C@H]1CN(C)S(C)(=O)=O	-7.2
COc1ccc(NC(=O)CN(c2ccc(C)c(C)c2)S(C)(=O)=O)c(OC)c1	-10.8
O=C(/C=C/c1ccccc1)Nc1ccc(N2CCN(c3ccc(C(F)(F)F)cn3)CC2)nc1	-1.7
CC(C)(C)c1ccc(-c2ncon2)cc1Cn1nnc(-c2cccc(C(F)(F)F)c2)n1	-17.9
COc1ccc(NC(=O)N(C)C[C@@H]2Oc3c(NC(=O)c4cnccn4)cccc3C(=O)N([C@H](C)CO)C[C@@H]2C)cc1	-5.8
COc1ccc(S(=O)(=O)Nc2ccc3c(c2)C(=O)N([C@H](C)CO)C[C@H](C)[C@H](CN(C)S(=O)(=O)c2ccc(F)cc2)OCCCC[C@@H](C)O3)cc1	?
O=C(NCCc1ccccc1)c1cnn(-c2ccccc2)c1-n1cccc1	63.5
Cc1cc(N(CC(=O)Nc2cccc([N+](=O)[O-])c2)S(C)(=O)=O)ccc1Br	-0.9
COc1ccc(NC(=O)Nc2ccc3c(c2)C(=O)N([C@H](C)CO)C[C@@H](C)[C@H](CN(C)S(=O)(=O)c2ccc(Cl)cc2)O3)cc1	1.3
COc1ccc(/C=C/C(=O)O[C@@H]2[C@@H](O)[C@H](C)O[C@@H](O[C@H]3[C@@H]4C=CO[C@@H](O[C@H]5O[C@@H](CO)[C@H](O)[C@@H](O)[C@@H]5O)[C@@H]4[C@@]4(CO)O[C@@H]34)[C@@H]2OC(C)=O)cc1	-3.8
C=C[C@]1(C)CC[C@H]([C@H](C)C(=O)/C=C/C(C)(C)O)O1	38.7
CC(=O)n1c(-c2ccc(C)cc2)cc(-c2ccc(C)cc2)c(C#N)c1=O	-2.0
Cc1noc(C)c1NC(=O)N(C)C[C@H]1Oc2ccc(NC(=O)Nc3ccc(F)cc3)cc2C(=O)N([C@H](C)CO)C[C@H]1C	3.0
CSc1nc2ccccc2c(=O)n1CCc1ccccc1	52.1
CNCCC=C1c2ccccc2C=Cc2ccccc21	2.5

A second format for part of the listing above:
> Cc1ccc(NC(=O)Cn2ccc([N+](=O)[O-])n2)cc1Cl
  ROS inducer: 36.3

> C[C@@H]1CN([C@H](C)CO)C(=O)Cc2cc(NS(C)(=O)=O)ccc2O[C@H]1CN(C)S(C)(=O)=O
  ROS inducer: -7.2

> C[C@H]1CN([C@@H](C)CO)C(=O)c2cc(NC(=O)Cn3cnnn3)ccc2O[C@@H]1CN(C)S(=O)(=O)c1ccc(F)cc1
  ROS inducer: -11.1

> CSc1nc2ccccc2c(=O)n1CCc1ccccc1
  ROS inducer: 52.1

(next part)
SMILES	ROS inducer
COc1ccc([Si](C)(C)[C@@H]2[C@@H](CC(=O)N3CCC[C@H]3CO)O[C@]3(C(=O)N(C)c4c(Br)cc(C)cc43)[C@H]2C)cc1	21.2
CCCc1cc(=O)oc2cc3occ(-c4ccccc4)c3cc12	61.1
C[C@H]1CN([C@@H](C)CO)C(=O)c2cccc(NS(C)(=O)=O)c2O[C@@H]1CN(C)Cc1ccncc1	-9.5
Cc1cc(Cl)c(S(=O)(=O)N2CCCCCC2)cc1OCC(N)=O	16.4
CC(C)NC(=O)N(C)C[C@H]1Oc2ccc(NC(=O)Nc3cccc4ccccc34)cc2C(=O)N([C@H](C)CO)C[C@H]1C	-2.1
CC(C)NC(=O)Nc1ccc2c(c1)C(=O)N([C@H](C)CO)C[C@H](C)[C@@H](CN(C)CC1CC1)OCCCC[C@@H](C)O2	22.8
Cc1ccc(OCc2nc(N)nc(N(C)C)n2)cc1C	-5.3
O=C(CCCCCC(=O)Nc1ccccc1O)N/N=C\c1cccnc1Br	15.4
O=C(CSc1nnc(-c2ccncc2)o1)c1ccc2ccccc2c1	6.5
Cc1ccc2oc(C(=O)Nc3sc4c(c3C(=O)NC3CCS(=O)(=O)C3)CCC4)c(C)c2c1 (configuration not stated)	29.1
COc1ccc(Nc2ccc3nnc(-c4ccc(Br)cc4)n3n2)cc1	-2.7
C[C@@H]1CN([C@@H](C)CO)C(=O)Cc2cc(NC(=O)CCN3CCOCC3)ccc2O[C@@H]1CN(C)CC1CCCCC1	8.7
COc1ccc(NC(=O)Nc2ccc3c(c2)C(=O)N([C@@H](C)CO)C[C@H](C)[C@H](CN(C)Cc2ccc4c(c2)OCO4)O3)cc1	1.6
O=C(NCCc1ccccc1)c1ccc(-c2ccccc2)cc1	-1.1
C[C@H]1CN([C@@H](C)CO)C(=O)c2cc(NC(=O)Nc3cccc4ccccc34)ccc2O[C@@H]1CN(C)C(=O)Nc1ccc(C(F)(F)F)cc1	79.8*
C[C@@H]1CN([C@H](C)CO)C(=O)c2cccc(NC(=O)C3CCCCC3)c2O[C@H]1CN(C)C(=O)Nc1ccc(C(F)(F)F)cc1	-2.5
C[C@@H]1CN([C@H](C)CO)C(=O)Cc2cc(NC(=O)Nc3ccc4c(c3)OCO4)ccc2O[C@H]1CN(C)C(=O)Nc1ccccc1	-0.3
Cn1c(SCC(=O)Nc2ccc(Br)cc2Cl)nnc1-c1ccncc1	-9.3
C[C@@H]1CN([C@@H](C)CO)C(=O)c2cccc(NS(=O)(=O)c3ccc(F)cc3)c2O[C@@H]1CN(C)S(C)(=O)=O	-1.6
O=C(/C=C/c1ccccc1)CC(=O)/C=C/c1ccccc1	13.8
CCOC(=O)Cn1cnc2c(nnn2-c2ccc(C)cc2)c1=O	-7.0
Nc1ncc(-c2cc3ccccc3oc2=O)s1	36.9
Cc1ccc(COn2c(-c3ccccc3)nc3ccccc3c2=O)cc1	-12.4
CC(C)CN(CC(C)C)S(=O)(=O)N1CCC(C(=O)N2CCOCC2)CC1	-0.6
C[C@H](CO)N1C[C@H](C)[C@H](CN(C)C(=O)Nc2cccc3ccccc23)Oc2ccc(NC(=O)Cc3cn(C)c4ccccc34)cc2CC1=O	7.8
